MOR-DOR ag: OPRM1-OPRD1 heterodimerization agonism | P35372+P41143 | cells, luminescence | activation, % at 9.3 µM | hit rate 0.3% among 340,000; in the data active = activation above about 18%;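 also: 0% = vehicle-treated cells and 100% = reference agonist; values of inactives mirror those of a sister screen read the other way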
CAL-PDZ inh HTS: inhibitors of human CAL PDZ peptide binding; Q9HD26; purified CAL PDZ, TMR-peptide fluorescence polarization, 1 h; inhibition, % at 24.9 µM; hit rate 0.92% among 300,000; AID 602252;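 active = mean inhibition of at least 30% with at least half of replicates also reaching 30%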;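 also: 0% = DMSO neutral control and 100% = excess unlabeled competitor peptide PRC23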
Keap1 Nrf2 FP: disrupts human Keap1 binding to Nrf2 peptide. Keap1 Kelch-Nrf2 peptide fluorescence polarization, 1536-well. inhibition, % at 9.4 µM. hit rate 0.15% among 340,000. AID 504523; in the data active = inhibition above about 12%;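 also: human Keap1 Kelch domain with fluorescein labeled Nrf2 9mer peptide probe; 0% = neutral control wells and 100% = peptide positive control; higher means more block of Keap1 binding to Nrf2 peptide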
Target sequence (Q14145 whole entry, looked up, the tested form may be a part): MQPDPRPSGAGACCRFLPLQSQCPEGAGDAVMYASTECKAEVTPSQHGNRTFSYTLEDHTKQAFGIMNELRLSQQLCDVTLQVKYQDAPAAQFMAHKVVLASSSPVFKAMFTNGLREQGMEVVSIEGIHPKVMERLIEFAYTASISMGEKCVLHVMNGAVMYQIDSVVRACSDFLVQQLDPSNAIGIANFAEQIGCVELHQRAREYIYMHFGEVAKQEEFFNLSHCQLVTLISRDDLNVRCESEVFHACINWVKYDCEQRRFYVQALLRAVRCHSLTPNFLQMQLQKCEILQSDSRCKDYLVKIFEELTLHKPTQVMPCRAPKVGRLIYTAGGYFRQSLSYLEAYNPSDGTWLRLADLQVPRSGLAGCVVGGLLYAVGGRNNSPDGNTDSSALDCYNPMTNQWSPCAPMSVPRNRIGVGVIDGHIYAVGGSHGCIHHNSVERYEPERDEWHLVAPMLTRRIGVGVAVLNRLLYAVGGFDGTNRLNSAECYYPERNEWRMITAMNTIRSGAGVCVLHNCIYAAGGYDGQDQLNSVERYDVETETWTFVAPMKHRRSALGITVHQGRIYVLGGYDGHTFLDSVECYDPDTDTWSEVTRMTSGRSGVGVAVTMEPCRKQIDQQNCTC
HTR5A inv ctr: inverse agonist of human HTR5A in OPRM1-OPRD1 counter-screen; P47898; HTR5A cell line, luminescence, inverse agonism; inhibition, % at 9.3 µM; hit rate 0.083% among 340,000; AID 504634; in the data active = inhibition mostly above about 23%, no sharp cut-off; inactive = mostly below about 18%;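 also: 0% = cells with DMSO and 100% = no-cell wells with DMSO; some compounds called inactive have numbers as strong as hits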
Target sequence (P47898 whole entry, looked up): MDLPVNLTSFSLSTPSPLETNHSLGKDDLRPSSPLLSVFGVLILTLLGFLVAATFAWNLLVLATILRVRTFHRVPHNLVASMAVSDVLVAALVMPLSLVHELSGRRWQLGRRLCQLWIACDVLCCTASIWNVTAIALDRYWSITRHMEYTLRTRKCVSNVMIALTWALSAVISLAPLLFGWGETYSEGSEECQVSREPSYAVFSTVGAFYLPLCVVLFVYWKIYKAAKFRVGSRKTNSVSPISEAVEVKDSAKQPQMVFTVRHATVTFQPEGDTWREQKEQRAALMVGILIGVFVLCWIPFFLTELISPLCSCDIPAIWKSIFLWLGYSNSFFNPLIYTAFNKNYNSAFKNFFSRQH
cardiac RTF act: increases calcium sensitivity of human cardiac regulated thin filaments | IANBD-labeled TnC RTF fluorescence at EC20 calcium; 0% EC20 calcium, 100% full calcium | activation, % at 7.2 µM | hit rate 0.24% among 340,000 | AID 493008;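 active = activation above the mean over all tested compounds plus 3 SD, cut at about 30% in these data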;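 also: rise in fluorescence read as greater calcium sensitivity of cardiac thin filaments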
HTR5A ag ctr: HTR5A agonism, opioid heterodimer counter-screen. hit rate 0.61% among 340,000. P47898. HTR5A agonist assay, luminescence, cell-based. activation, % at 9.3 µM; in the data active = activation mostly above about 9.5%, no sharp cut-off; inactive = mostly below about 7.6%;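 also: 0% = cells with vehicle only and 100% = reference agonist; strong numbers were not always called active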
V-ATPase pHluor: regulators of yeast V-ATPase proton transport; AID 504577; S. cerevisiae, pHLuorin cytosolic pH fluorescence; response, % at 10 µM; hit rate 0.37% among 350,000; in the data active = response mostly above about 7.3%, no sharp cut-off; inactive = mostly below about 5.4%; also: actives read high; inactives centre near 0; some compounds called inactive have numbers as strong as hits; reference of the scale not given here
LANA DNA inh: blocks KSHV LANA C-terminal domain binding to DNA; hit rate 0.078% among 340,000; AID 504423; inhibition, % at 9 µM; MBP-C-LANA/FAM-LBS DNA binding, fluorescence polarization;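 active = highest replicate inhibition at or above 60% at 9 µM, even if other replicates fall short; inactive = all replicates below 60% inhibition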;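 also: 0% = neutral control wells and 100% = 4 µM acridine orange control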
RTF Ca sens inh: cardiac RTF calcium desensitization; P19429+P45379; IANBD-labeled cardiac RTF, Ca2+ fluorescence; inhibition, % at 7.15 µM; hit rate 0.12% among 340,000; AID 493244;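 active = inhibition above the mean inhibition of all tested compounds plus 3 SD, cut at about 17% in these data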;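 also: assay run at fixed EC70 calcium of 1.6 mM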
OPRM1-OPRD1 inv: inverse agonists of human mu-delta opioid receptor heterodimerization; hit rate 0.21% among 340,000; inhibition, % at 9.3 µM; P35372+P41143; cell-based MOR-DOR heterodimer luminescence, inverse agonism; AID 504357; in the data active = inhibition above about 22%, passing the limit was not always enough;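 also: 0% = cells with DMSO and 100% = wells without cells with DMSO; values of inactives mirror those of a sister screen read the other way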
An asterisk follows results filed as active; nt = no result given.

cpd	structure	MOR-DOR ag	CAL-PDZ inh HTS	Keap1 Nrf2 FP	HTR5A inv ctr	cardiac RTF act
1	COc1ccc(OC)c(S(=O)(=O)Nc2cc(OC)c(Cl)cc2OC)c1	-0.5	0	0	31	-3
2	O=C(CCC(=O)N1CCOc2ccccc21)NCCCN1CCOCC1	-0.9	0	0	-10	2
3	O=C(Nc1nnc(S(=O)(=O)N2CCCCCC2)s1)c1ccccc1F	-0.3	nt	-1	-20	-1
4	CN(C)S(=O)(=O)N1CCN(C(=O)c2cccs2)CC1	-1.3	-1	-4	-12	2
5	O=C(C1CC(=O)N(c2ccccc2F)C1)N1CCOCC1 (stereo unspecified)	-1.4	27	-3	-1	3
6	CN(CC(=O)N1CCC(C(N)=O)CC1)S(=O)(=O)c1ccc2ccccc2c1	-0.1	2	-4	-6	-7
7	CN(c1ccccc1C(=O)Nc1cccc(Br)c1)S(=O)(=O)c1ccccc1	-3.5	-3	-1	5	-7
8	Cc1cc2c(cc(C(=O)OCC(=O)NCc3cccs3)n2C(C)C)o1	-2.7	0	-2	10	4

cpd	HTR5A ag ctr	V-ATPase pHluor	LANA DNA inh	RTF Ca sens inh	OPRM1-OPRD1 inv
1	-2	-3	-0.2	7	3
2	3	-1	-1.6	-10	5
3	8	-3	-1.0	0	1
4	3	-2	-1.4	-16	7
5	1	1	2.4	-8	6
6	2	0	-0.6	2	1
7	-1	3	-0.4	2	17
8	-5	3	-1.2	-8	15

Further compounds:
cpd	structure	MOR-DOR ag	CAL-PDZ inh HTS	Keap1 Nrf2 FP	HTR5A inv ctr	cardiac RTF act
9	CCN(CC)c1ccc(CN(C(=O)c2cccs2)C2CCS(=O)(=O)C2)cc1 (stereo unspecified)	-3.7	-1	-4	-7	9
10	CCOC(=O)c1cnn(-c2ccccc2)c1NC(=O)C(F)(F)C(F)(F)C(F)(F)F	-1.6	-4	-3	3	-2
11	Cc1c(NC(=O)c2cc(C(C)C)on2)c(=O)n(-c2ccccc2)n1C	-1.1	-6	-4	-26	-2
12	O=C(c1ccc2c(c1)OCO2)C1CCCN(C(=O)NCc2ccccc2)C1 (stereo unspecified)	-0.8	-2	-1	-16	-6
13	CCOC(=O)c1ccc(NC(=O)CSc2nc(C)nc3c2c(=O)n(C)c(=O)n3C)cc1	-1.4	0	-3	-5	1
14	Cc1ccc2[nH]c(-c3cccc(F)c3)cc(=O)c2c1	-3.7	-3	-2	14	-2
15	Cn1c(C(=O)NCCCN2CCN(c3cccc(Cl)c3)CC2)cc2c(=O)n(C)c3ccccc3c21	4.6	nt	-6	-11	-2
16	CN1c2ccc(Cl)cc2C(=O)NC1c1ccc([N+](=O)[O-])s1 (stereo unspecified)	3.0	-2	-1	-19	-4

cpd	HTR5A ag ctr	V-ATPase pHluor	LANA DNA inh	RTF Ca sens inh	OPRM1-OPRD1 inv
9	-3	-3	-1.1	2	19
10	3	-3	0.9	-9	9
11	3	-4	-1.9	5	6
12	-4	2	-1.0	3	5
13	0	2	-1.8	-5	8
14	3	-3	0.7	-9	21
15	4	3	-1.3	-1	-23
16	7	1	-1.3	4	-15

(next part)
cpd	structure	MOR-DOR ag	CAL-PDZ inh HTS	Keap1 Nrf2 FP	HTR5A inv ctr	cardiac RTF act
17	COc1ccc(CCNC(=O)CSc2nnc(NC(C)=O)s2)cc1OC	-1.1	-1	-2	4	3
18	O=C(NCc1cccnc1)C1c2ccccc2C(=O)N1C1CCCC1 (stereo unspecified)	-1.1	nt	-6	-9	1
19	C=CC(=O)NC1CC2CCC1(C)C2(C)C (stereo unspecified)	1.3	-1	-6	19	11
20	CC(=O)c1cccc(NC(=O)C(OC(=O)/C=C/c2ccc3c(c2)OCO3)c2ccccc2)c1 (stereo unspecified)	-2.4	-2	-1	-2	-2
21	C=CC(=O)Nc1ccc(CN2C(=O)N(c3c(Cl)c(OC)cc(OC)c3Cl)Cc3cnc(NCCCCN(CC)CC)nc32)cc1	-0.2	0	-54	-19	-3
22	COC(=O)c1cc2c(N)c(C(=O)c3ccc(Cl)cc3)sc2nc1C(OC)OC	1.5	nt	-2	-7	-6
23	Cc1ccccc1C(=O)N1CCC(C(=O)NC2CCCCC2)CC1	-0.5	nt	-7	17	4
24	Cc1ccc(C(=O)c2cc(C)sc2N)cc1	0.1	0	-2	7	-2

cpd	HTR5A ag ctr	V-ATPase pHluor	LANA DNA inh	RTF Ca sens inh	OPRM1-OPRD1 inv
17	-1	-2	-1.3	-4	6
18	3	-1	-1.8	-4	6
19	4	1	0.0	-7	-6
20	-7	1	1.0	-2	12
21	-1	-2	-2.5	0	1
22	10	2	6.5	-6	-8
23	-6	2	0.1	-6	4
24	-2	0	-0.9	-2	-1

Reformatted: two of the compounds above
#22 COC(=O)c1cc2c(N)c(C(=O)c3ccc(Cl)cc3)sc2nc1C(OC)OC
- MOR-DOR ag = 1.5
- CAL-PDZ inh HTS = nt
- Keap1 Nrf2 FP = -2
- HTR5A inv ctr = -7
- cardiac RTF act = -6
- HTR5A ag ctr = 10
- V-ATPase pHluor = 2
- LANA DNA inh = 6.5
- RTF Ca sens inh = -6
- OPRM1-OPRD1 inv = -8
#23 Cc1ccccc1C(=O)N1CCC(C(=O)NC2CCCCC2)CC1
- MOR-DOR ag = -0.5
- CAL-PDZ inh HTS = nt
- Keap1 Nrf2 FP = -7
- HTR5A inv ctr = 17
- cardiac RTF act = 4
- HTR5A ag ctr = -6
- V-ATPase pHluor = 2
- LANA DNA inh = 0.1
- RTF Ca sens inh = -6
- OPRM1-OPRD1 inv = 4

The listing continues:
cpd	structure	MOR-DOR ag	CAL-PDZ inh HTS	Keap1 Nrf2 FP	HTR5A inv ctr	cardiac RTF act
25	C/C(=N\NS(=O)(=O)c1ccc(C)cc1)c1ccc(C)o1	-1.6	5	-4	-9	-3
26	NC1=NC(=O)C(c2ccccc2)C(=O)N1 (stereo unspecified)	-2.8	-5	5	-10	-3
27	CC1=C(C(=O)O)N2C(=O)C(NC(=O)c3ccc(F)cc3)C2SC1 (stereo unspecified)	-1.5	-2	-5	7	5
28	COc1ccc2ccccc2c1CNCc1ccccn1	-0.3	3	4	-13	-3
29	Cn1nnnc1SCC(=O)NNC(=O)c1ccc(Cl)cc1	-1.0	4	-7	1	-7
30	Cc1c(C(=O)N2CCN(S(=O)(=O)c3ccccc3F)CC2)oc2c(Cl)cccc12	4.8	-3	-2	-12	-1
31	Cc1ccc(S(=O)(=O)NCCC(=O)N2CCN(S(=O)(=O)c3ccccc3)CC2)cc1C	-0.9	2	-3	-11	-4
32	COc1ccc(Cl)c(Cn2c(NCC(C)O)nc3c2c(=O)n(C)c(=O)n3C)c1 (stereo unspecified)	-1.8	-3	0	-14	11

cpd	HTR5A ag ctr	V-ATPase pHluor	LANA DNA inh	RTF Ca sens inh	OPRM1-OPRD1 inv
25	3	1	0.1	2	8
26	3	-4	2.6	-4	14
27	-3	1	0.9	-9	6
28	5	-6	1.8	-6	2
29	2	-1	-0.7	-3	6
30	5	6	-1.2	-8	-20
31	4	0	-0.1	1	6
32	0	-1	0.2	-15	11

The list goes on.
cpd	structure	MOR-DOR ag	CAL-PDZ inh HTS	Keap1 Nrf2 FP	HTR5A inv ctr	cardiac RTF act
33	COc1ccc(CNS(=O)(=O)c2csc(C(N)=O)c2)cc1OC	-2.2	5	-1	-11	-3
34	O=C(NC(=S)Nc1ccc(N2CCCCC2)cc1)c1ccco1	-0.1	nt	-10	1	3
35	Cc1cc(C(=O)COC(=O)c2ccccc2O)c(C)n1CC1CCCO1 (stereo unspecified)	-2.6	-7	-5	-2	-6
36	O=C(O)c1ccccc1Nc1ccc([N+](=O)[O-])cc1	0.7	-6	-8	12	-2
37	Cc1csc(NC(=O)C2COc3ccccc3O2)n1 (stereo unspecified)	-1.8	-1	0	-8	4
38	CCCCCNS(=O)(=O)c1cc(C)ccc1OC	0.1	-2	-5	7	8
39	CC(C)OCc1c(C(=O)Nc2nccs2)oc2ccccc12	3.6	5	4	-1	-2
40	CC1Cc2ccccc2N1C(=O)CNc1cccc(S(=O)(=O)N2CCCC2)c1 (stereo unspecified)	-3.4	3	1	-4	-5

cpd	HTR5A ag ctr	V-ATPase pHluor	LANA DNA inh	RTF Ca sens inh	OPRM1-OPRD1 inv
33	0	2	0.8	-7	12
34	-3	3	-0.8	-10	1
35	3	-4	1.3	-2	10
36	-1	-2	0.3	-17	-5
37	4	-1	0.3	-8	9
38	-1	-5	-1.8	2	-1
39	2	1	0.1	-9	-16
40	0	0	-1.1	1	16

Part of the list above, tab-delimited.
no.	compound	MOR-DOR ag	CAL-PDZ inh HTS	Keap1 Nrf2 FP	HTR5A inv ctr	cardiac RTF act	HTR5A ag ctr	V-ATPase pHluor	LANA DNA inh	RTF Ca sens inh	OPRM1-OPRD1 inv
33	COc1ccc(CNS(=O)(=O)c2csc(C(N)=O)c2)cc1OC	-2.2	5	-1	-11	-3	0	2	0.8	-7	12
34	O=C(NC(=S)Nc1ccc(N2CCCCC2)cc1)c1ccco1	-0.1	nt	-10	1	3	-3	3	-0.8	-10	1
35	Cc1cc(C(=O)COC(=O)c2ccccc2O)c(C)n1CC1CCCO1 (stereo unspecified)	-2.6	-7	-5	-2	-6	3	-4	1.3	-2	10
36	O=C(O)c1ccccc1Nc1ccc([N+](=O)[O-])cc1	0.7	-6	-8	12	-2	-1	-2	0.3	-17	-5

Other compounds:
cpd	structure	MOR-DOR ag	CAL-PDZ inh HTS	Keap1 Nrf2 FP	HTR5A inv ctr	cardiac RTF act
41	O=C(CCC1CCCN(C(=O)C2=CCCC2)C1)N1CCN(c2ccccn2)CC1 (stereo unspecified)	1.4	2	-3	-11	16
42	Oc1ccccc1CNn1cnnc1	-3.5	-1	-2	-25	4
43	Cc1ccc(Cc2nnc3n(-c4ccccc4)nc(C(=O)c4ccccc4)n3c2=O)cc1	-0.1	-7	-3	-7	7
44	Cc1ccc2cc(C#N)c(SCC(=O)NCC3CCCO3)nc2c1 (stereo unspecified)	1.5	-2	-1	-11	2
45	Cc1ccc(NC(=O)/C=C/c2cccc([N+](=O)[O-])c2)nc1	-1.1	0	-1	10	2
46	CCc1nc(SCC(=O)NC2CC2)c2c(C)c(C)sc2n1	-3.7	-14	-1	-1	-2
47	COc1ccc(OC(C)C(=O)N2CC(C)OC(C)C2)cc1 (stereo unspecified)	-2.0	-6	-1	8	-3
48	COc1ccc(OCC(=O)OC(C)CN2CCCCC2)cc1 (stereo unspecified)	-4.0	2	-3	3	-6
49	CC(C)c1c(C(=O)N/N=C/c2c[nH]c3ccccc23)nnn1-c1nonc1N	-3.0	-3	2	-3	-4

cpd	HTR5A ag ctr	V-ATPase pHluor	LANA DNA inh	RTF Ca sens inh	OPRM1-OPRD1 inv
41	4	-2	-2.4	-3	-7
42	10	3	-0.6	3	17
43	3	-2	0.7	-12	1
44	4	-8	-1.0	-6	-6
45	-4	0	0.0	-7	8
46	0	3	1.1	-3	20
47	1	-3	-1.3	2	11
48	-1	-2	-2.3	-3	20
49	1	-4	-0.7	0	16
